Source: PubChem (National Center for Advancing Translational Sciences (NCATS))
Ub-GFP proteasome – proteasome inhibitors stabilizing ubiquitin-GFP reporter; AID 526; Potency, µM (series often up to 45.9 µM), for inactives: top-dose activation (GFP accumulation), usual class: activators; 67,000 tested, under 10 active; Ubiquitin-GFP reporter cells, proteasome inhibition, GFP fluorescence; response scale: untreated = 0%, 10 µM MG-132 = 100%; active means well fitted activation curve with a large enough effect, not every such curve was filed as active; inconclusive means small, poorly fitted or top-dose-only effect, or another doubt; inactive means no such curve, though single readings can be large or run the other way; further: potency means the concentration at half of the fitted maximal effect
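Reporter cells (U2OS, ubiquitin-G76V-GFP fusion) are plated overnight, then treated 4 hr at 37 °C with compound titrations from 46 uM down to 2.9 nM. Activity is scaled against untreated cells and 10 uM MG-132.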
Luciferase inh – inhibitors of firefly luciferase | purified firefly luciferase, luminescence, 8 min | Potency, µM (series often up to 57.1 µM), inactives show at the highest dose activity change, negative = inhibition, hits mostly inhibitors | 72,000 tested, 2.2% active | AID 411; further: potency means the concentration at half of the fitted maximal effect; on the % scale 0 is the no-effect control and ±100 the full control effect; nearly all actives have a fitted effect of over 40% in size
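Titration-based qHTS; buffer 50 mM imidazole pH 7.2, 50 mM KCl, 7 mM MgCl2, 10 uM ATP, 0.01% Tween 20, 0.05% BSA; luciferase/luciferin detector mix added after compound; 8 min, ambient; luminescence.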
ERK AVP inh – inhibitors of vasopressin-stimulated ERK signaling pathway | Potency, µM (series often up to 57.5 µM), for inactives: at the highest dose activity, negative = inhibition, usual class: inhibitors | HEK293-V1b, vasopressin-stimulated pERK AlphaScreen | 72,000 tested, 0.99% active; further: potency means the concentration at half of the fitted maximal effect; on the % scale 0 is the no-effect control and ±100 the full control effect; nearly all actives have a fitted effect of over 55% in size
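HEK293 cells stably expressing V1b receptor, preincubated 30 min at 37 °C with compound, then stimulated 5 min with 25 nM vasopressin. Phospho-ERK by AlphaScreen SureFire after 5 h RT; normalized to DMSO and vasopressin; AC50 by Hill fit.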
HADH2 inhib – blocks human hydroxyacyl-CoA dehydrogenase type II; Q99714; recombinant HADH2, NADH fluorescence, beta-hydroxybutyryl-CoA; Potency, µM (series often up to 57.1 µM), inactives show top-dose activity change, negative = inhibition, hits mostly inhibitors; 73,000 tested, 3.4% active; further: potency means the concentration at half of the fitted maximal effect; on the % scale 0 is the no-effect control and ±100 the full control effect; nearly all actives have a fitted effect of over 60% in size; many of its hits are not listed in these tables
Target sequence (Q99714 whole entry, looked up, one chain of several): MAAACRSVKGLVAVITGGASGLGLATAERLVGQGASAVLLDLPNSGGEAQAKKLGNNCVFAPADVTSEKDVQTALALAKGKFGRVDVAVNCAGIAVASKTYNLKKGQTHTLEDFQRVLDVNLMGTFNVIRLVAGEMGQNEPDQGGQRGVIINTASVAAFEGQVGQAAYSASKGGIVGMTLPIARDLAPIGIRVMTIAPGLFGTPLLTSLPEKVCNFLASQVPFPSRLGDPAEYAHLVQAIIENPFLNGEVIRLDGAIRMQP
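Buffer 100 mM Tris-HCl pH 9.0/0.01% Tween-20; HADH2 20 nM; NAD+ 1 mM; beta-hydroxybutyryl-CoA 90 uM (all final). 15 min cpd preincubation, RT.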
GFP derepression – derepresses silenced GFP locus in mouse C127i cells; mouse C127i GFP locus derepression, cytometry, 30 h; Potency, µM (doses to about 46.1 µM), for inactives: top-dose GFP derepression (activation); 68,000 tested, 0.09% active; AID 597; further: % of control where 0% means no effect
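Derepression screen: silenced CMV-GFP reporter in murine C127i cells, 30 h compound incubation at 37 C, washed cells imaged by laser-scanning cytometer to enumerate GFP-expressing objects of 20 to 120 um.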
Pol III holo inh – inhibitors of bacterial DNA polymerase III holoenzyme | reconstituted DNA polymerase III holoenzyme replication, biochemical | Potency, µM (doses to about 57.1 µM), inactives show top-dose activity change, negative = inhibition | 71,000 tested, 0.25% active | AID 603; further: potency means the concentration at half of the fitted maximal effect; on the % scale 0 is the no-effect control and ±100 the full control effect
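Reconstituted *E. coli* holoenzyme (0.35 nM Pol III, 1 nM beta, 154 nM SSB, 2 nM primase) was preincubated with compound for 15 min at RT. Synthesis on 1.4 nM ssM13Gori ran 35 min, then was stopped with PicoGreen/EDTA and read as dsDNA fluorescence.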
HBB splicing – alters splicing of the hemoglobin beta chain. HBB splicing reporter cell assay, activation; EGFP reporter with mutant IVS2-654 intron; response scale: normalised to 500 nM splice-correcting PNA. Potency, µM (doses to about 46.1 µM), without a hit: top-dose activation, hits mostly activators. 65,000 tested, 0.06% active; further: potency means the concentration at half of the fitted maximal effect; 0% is about no effect
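Compounds were applied for 2 days to HeLa EGFP-654 cells, 500/well in Optimem with 2% FCS. The reporter's EGFP is disrupted by mis-splicing of beta-globin intron IVS2-654. Readout: summed well GFP fluorescence from 488 nm laser scanning; reference was 500 nM antisense […] 654 PNA.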
CRE Fsk mod – modulators of forskolin-stimulated CRE signaling in CHO cells; 71,000 tested, 2.5% active; CHO CRE-bla reporter (cAMP response element driving beta-lactamase), forskolin EC10, beta-lactamase ratio; Potency, µM (highest dose often 38.2 µM), inactives show top-dose activity change, negative = inhibition, usual class: activators; active means well fitted activation curve with a large enough effect in the signal ratio, with a control signal flat, not every such curve was filed as active; inconclusive means small, poorly fitted or top-dose-only effect, or effect the other way, or a change in a side signal; the % refers to the signal ratio; further: potency means the concentration at half of the fitted maximal effect; % of control where 0% means no effect
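Cells were plated overnight at 37 °C, exposed to compound titrations plus EC10 NKH 477 for 3 h, then given CCF4 dye for 2 h at room temperature. Blue/green (460/530 nm) ratio was converted to %Activity and AC50 values calculated.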
Tau fil binding – tau filament binding. P10636. 71,000 tested, 2% active. Potency, µM (top dose mostly 57.1 µM), for inactives: at the top dose activity change, negative = inhibition. recombinant tau filaments, thioflavin S fluorescence, 15 h; filaments grown with octadecylsulfate alongside compound;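 further: potency means the concentration at half of the fitted maximal effect; on the % scale 0 is the no-effect control and ±100 the full control effect; actives lower thioflavin S fluorescence by blocking filaments or displacing dye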
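Recombinant tau protein (human, 1 uM final) plus 30 uM ODS in HEPES pH 7.4 with NaCl, DTT and thioflavine S. Compound present from the start; fluorescence at 510 nm after 15 h, 37 C.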
ALOX15 inhib – inhibitors of human 15-lipoxygenase (ALOX15) | 74,000 tested, 1.4% active | purified 15hLO-1, xylenol orange hydroperoxide absorbance | P16050 | Potency, µM (titrated, usually from 57.1 µM), for inactives: top-dose activity change, negative = inhibition, usual class: inhibitors; further: potency means the concentration at half of the fitted maximal effect; on the % scale 0 is the no-effect control and ±100 the full control effect; nearly all actives have a fitted effect of over 55% in size
Target sequence (P16050 whole entry, looked up): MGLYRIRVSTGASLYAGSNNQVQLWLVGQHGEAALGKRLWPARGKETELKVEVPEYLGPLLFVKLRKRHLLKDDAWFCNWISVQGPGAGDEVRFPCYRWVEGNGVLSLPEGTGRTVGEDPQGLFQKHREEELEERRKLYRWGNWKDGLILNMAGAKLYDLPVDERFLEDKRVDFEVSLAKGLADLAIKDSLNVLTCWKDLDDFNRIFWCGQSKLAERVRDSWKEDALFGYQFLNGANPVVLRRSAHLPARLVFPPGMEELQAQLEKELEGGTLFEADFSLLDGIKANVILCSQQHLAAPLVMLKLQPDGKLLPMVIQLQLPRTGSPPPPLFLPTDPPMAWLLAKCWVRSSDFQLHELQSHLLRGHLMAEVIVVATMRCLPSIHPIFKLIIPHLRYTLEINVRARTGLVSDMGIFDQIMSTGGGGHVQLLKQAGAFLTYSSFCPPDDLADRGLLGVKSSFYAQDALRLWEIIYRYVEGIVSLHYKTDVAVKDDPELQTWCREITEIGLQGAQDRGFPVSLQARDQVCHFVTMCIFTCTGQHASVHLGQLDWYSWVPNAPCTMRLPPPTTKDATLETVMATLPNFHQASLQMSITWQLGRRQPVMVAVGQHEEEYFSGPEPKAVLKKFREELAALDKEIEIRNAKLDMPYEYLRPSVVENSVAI
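Inhibition is scored from a chromogenic endpoint. After 15 min enzyme-compound contact, arachidonic acid (50 uM final) reacts 6 min with 40 nM 15hLO-1 at room temperature, then Fe-XO reagent is added for 30 min and absorbance ratio recorded.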
Hsp90 Hop PPI – changes Hsp90-Hop TPR2A binding signal, up or down. AlphaScreen TPR2A-His6 binding biotin-Hsp90 C-terminal peptide. Potency, µM (titrated, usually from 57 µM), for the others: top-dose activity change, negative = inhibition. 71,000 tested, 0.44% active. AID 595; active means well fitted curve in either direction with a large enough effect; inconclusive means small, poorly fitted or top-dose-only effect, or another doubt; further: potency means the concentration at half of the fitted maximal effect; on the % scale 0 is the no-effect control and ±100 the full control effect; many of its hits are not listed in these tables
An asterisk follows results filed as active; ? = inconclusive; . = not tested or not shown; [ ] = dose if it differs, or a comment. Unless noted, the call rests on the fitted dose curve; in most records, active means well fitted curve in the direction sought with a large enough effect; inconclusive means small, poorly fitted or top-dose-only effect, or another doubt; inactive means no such curve, though single readings can be large; an effect the other way counts as inactive or inconclusive.

SMILES	Ub-GFP proteasome	Luciferase inh	ERK AVP inh	HADH2 inhib	GFP derepression	Pol III holo inh	HBB splicing	CRE Fsk mod	Tau fil binding	ALOX15 inhib	Hsp90 Hop PPI
Cc1ccc(CN2C(=O)CCC2C(=O)NCc2ccc(F)cc2)cc1 (centres undefined)	-12%	4%	9%	?	0%	2%	0.3%	?	-8%	7%	-4%
CNC(=O)NC1CCCCc2sccc21 (centres undefined)	4%	-1%	14%	-25%	-8%	-3%	0.4%[9.22 µM]	-2%	-1%	-1%	-3%
O=C(O)Cn1c(SCCOc2ccccc2)nc2ccccc21	2%	-2%	1%	2%	0%	0%	-0.1%	-4%	-1%	12%	-2%
CCCCN(CC)S(=O)(=O)N1CCC(C(=O)NCc2ccc(F)cc2)CC1	-3%	-1%	10%	-1%	3%	-2%	-1.8%	-11%	0%	6%	-2%
O=C(NCc1ccco1)c1cc(-c2ccc(Cl)cc2)on1	9%	-17%	24%	1%	-1%	1%	-1.1%	?	-7%	-5%	-1%
COc1ccc(-n2cnnc2SCC(=O)c2cc(C)n(Cc3cccs3)c2C)cc1	-4%	0%	?	-6%	1%	-8%	-0.5%[57.5 µM]	17%	199%	-7%	-17%
CCCS(=O)(=O)N1CCC(C(=O)c2cccc(C(F)(F)F)c2)CC1	7%	2%	-4%	11%	-6%	-6%	.	5%	-4%	-6%	6%
Cc1ccc(-c2csc(NC(=O)c3cccc(S(=O)(=O)N4CCN(C)CC4)c3)n2)cc1	-3%	-2%	11%	5%	1%	2%	-2.8%	13%	9%	-2%	-3%
O=C(CSCCO)Nc1ccc(C2CCCCC2)cc1	3%	?	-4%	12%	1%	-4%	0.3%	9%	0%	-11%	-4%
CC1Oc2ccccc2N(CC(=O)NCC2CCCO2)C1=O (centres undefined)	0%	0%	22%	1%	-3%	-1%	.	-1%	2%	2%	-4%
O=C(OCc1nc2ccccc2s1)C1CCN(S(=O)(=O)c2cccs2)CC1	2%	32µM*	-1%	-1%	0%	-5%	-1.9%	?	8%	0%	13%
Cc1noc(C)c1C(=O)N1CCC[C@@]2(CCN(Cc3nccs3)C2)C1	-7%	2%[11.4 µM]	9%	-2%	9%[9.22 µM]	-3%	0.4%	-2%	1%	4%	0%
COc1ccc(-n2c(Cc3cccn3C)nnc2SCC(=O)NCc2ccc(F)cc2)cc1	8%	1%	-21%	-7%	.	2%	-1.0%	-9%	20%	-17%	-4%[2.3 µM]
Cc1ccc2nc3c(c(N)c2c1)CCN3c1ccccc1	-2%	-21%	-18%	32µM*	-2%	-6%	.	-3%	104%	-19%	-3%
CCc1ccc(C2CC(=O)N3CN(c4ccccc4)CSC3=C2C#N)cc1 (centres undefined)	6%	-7%	18%	0.63µM*	-3%	-11%	0.3%	-5%	?	2.5µM*	?
COc1ccc(Oc2ncc3nc(CCc4ccccc4)c(=O)n(C)c3n2)cc1	10%	0%[11.4 µM]	55%[activator]	2%	5%[9.22 µM]	-6%	0.4%	-10%	-5%	-10%	6%
Cn1c(Cc2ccccc2)nnc1SCC(=O)Nc1ccc2c(c1)OCO2	-2%	2%	-11%	6%	5%	-7%	-1.6%	-8%	-12%	-5%	-6%
Cc1cnc(CNc2ccnc(-c3ccccc3CN(C)C)n2)cn1	-1%	4%[2.29 µM]	19%	?	6%[9.22 µM]	1%	-0.9%	-8%	0%	8%	-10%
Cn1c(SCC(=O)Nc2ccc(N3CCOCC3)c(Cl)c2)nnc1-c1ccccc1	1%	-1%	-7%	2%	0%	-1%	0.1%	-5%	10µM*	4%	-8%
FC(F)(F)c1nnc2ccc(NCn3nnc4ccccc43)nn12	7%	1%	-22%	?	-2%	-3%	0.4%	?	2%	4%	0%
Cn1c(C(=O)NC2CCCCC2)cc2c(=O)n(C)c3ccccc3c21	0%	2%	-7%	7%	.	1%	0.1%	?	318%	5%	-5%[2.3 µM]
CC(=O)c1cccc(NC(=O)CN2C(=O)NC3(CCCCCCC3)C2=O)c1	10%	0%	7%	2%	1%	-5%	-0.1%[57.5 µM]	12%	4%	-12%	-4%
CN1CCN(C(=O)c2ccc(Cl)c(S(=O)(=O)N3CCCCC3)c2)CC1	?	0%	-5%	0%	-2%	-4%	-0.3%[9.22 µM]	5%	-6%	-14%	-2%
O=C(O)CC(C(=O)Nc1cccc(C(F)(F)F)c1)C1CCCO1 (centres undefined)	-6%	1%	6%	6%	2%	-3%	1.8%	1%	12%	3%	0%
COc1ccc(S(=O)(=O)Nc2ccccn2)c(C)c1C	1%	4%	-14%	9%	0%	-5%	0.3%	-3%	-4%	0%	-1%
(continued)
SMILES	Ub-GFP proteasome	Luciferase inh	ERK AVP inh	HADH2 inhib	GFP derepression	Pol III holo inh	HBB splicing	CRE Fsk mod	Tau fil binding	ALOX15 inhib	Hsp90 Hop PPI
CCn1c(SCC(=O)N2CCCC2)nc2ccccc2c1=O	-1%	3%	-13%	6%	1%	0%	.	25%	0%	-3%	0%
Cc1nc(C)n(CC(O)COc2ccc(C(=O)c3ccccc3)cc2)n1 (centres undefined)	-2%	0%	-6%	5%	-4%	2%	-1.3%	-1%	8%	3%	-3%
COc1ccc(N2CSC3=C(C#N)C(c4cccc(OC)c4OC)CC(=O)N3C2)cc1 (centres undefined)	19%	-15%	-22%	2µM*	.	-4%	-0.3%	4µM*	?	?	-6%[2.3 µM]
CCOc1ccc2nc(NS(=O)(=O)c3ccc(NC(C)=O)cc3)sc2c1	3%	0%	37%[activator]	-3%	2%	-6%	.	3%	-13%	4%	-10%
CCCCn1c(SCC(=O)c2ccccc2)nc2c1c(=O)[nH]c(=O)n2C	3%	1%	-18%	?	1%	-5%	.	25%	-2%	-3%	0%
COc1ccc(-c2csc(N(CCCN3CCOCC3)C(=O)c3ccco3)n2)cc1	-4%	0%	?	8%	2%	1%	-1.0%	17%	64%	-6%	-19%
O=C1N(CC(=O)N2CCc3ccccc32)CCN1Cc1ccccc1Cl	9%	0%	-15%	4%	4%	1%	-0.5%	?	8%	7%	-2%
COC(=O)[C@H]1C[C@@H]1[C@H](NC(=O)c1cnccn1)c1ccccc1	.	.	-7%	12%	.	-16%	-3.6%	9%	-3%	.	-3%
c1ccc(-n2nnnc2Oc2ccc(-c3nnco3)cc2)cc1	-7%	0%	-18%	11%	2%	-4%	0.1%[57.5 µM]	-2%	-1%	-2%	-4%
COc1ccccc1OCCC(=O)OCC(=O)Nc1ncc(Cl)cc1Cl	3%	1%	-9%	7%	-1%	-2%	6.8%	-7%	-7%	-25%	2%
O=S(=O)(NCCOCC(F)(F)F)c1ccc2oc3ccccc3c2c1	13%	2%	-18%	1%	0%	-4%	1.8%	-8%	-16%	-21%	7%
COc1ccc(N2CC(C(=O)Nc3ccccc3C(=O)NCc3ccco3)CC2=O)cc1 (centres undefined)	3%	-1%	17%	9%	0%	-2%	-0.3%[57.5 µM]	-9%	-1%	11%	-3%
O=C(NC1CCC(NC(=O)C2CCCO2)CC1)C1CCCO1 (centres undefined)	-6%	2%	6%	-19%	-3%	0%	-2.4%	-5%	2%	3%	0%
Cc1cc(=O)[nH]c(SCc2cccc(Br)c2)n1	14%	1%	-1%	-6%	-3%	2%	0.4%	?	-7%	-4%	-9%
CC(C)(C)OC(=O)c1c(N)n(CCCN2CCCC2=O)c2nc3ccccc3nc12	27%	-2%	0%	?	5%	-1%	3.0%[1.84 µM]	10µM*	8%	-18%	4%
Cc1c(C(=O)N2CCc3ccccc32)oc2c1C(=O)CC(C)(C)C2	7%	3%	10%	-1%	3%	-3%	-0.5%	?	8%	14%	-11%
CC(=O)c1nn(-c2cccc(Cl)c2)cc1C(=O)c1ccco1	-8%	1%	-14%	8%	8%	-4%	0.0%	11%	100%	4%	-1%
Cc1ccc(CSc2nc3c(c(=O)[nH]2)C(c2ccncc2)C2=C(CCCC2=O)N3)cc1 (centres undefined)	9%	1%	-28%	-15%	0%	3%	-2.4%	-8%	24%	8%	-6%

A portion of the library. The share of hits here may be higher or lower than overall.
